# Screens (PubChem BioAssay)
# Tb PFK inh – blocks T. brucei phosphofructokinase; O15648; T. brucei PFK, ADP-Glo luminescence; Potency, µM (top dose mostly 57.5 µM), inactives show at the top dose activity, negative = inhibition, hits mostly inhibitors; 330,000 compounds, 0.17% hits; AID 485367;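 note: potency is the fitted concentration of half-maximal effect; 0% = uninhibited 1x PFK enzyme wells and -100% = no-enzyme wells; nearly all actives have a fitted effect of over 60% in size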
#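 ADP-Glo luminescence quantified ADP after 45 min at room temperature, with 1.25 nM T. brucei PFK, 0.1 mM ATP and 0.5 mM fructose-6-phosphate in pH 8.0 TEA buffer. qHTS titrations up to 57 µM; curves classified by quality.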
# ELG1 genotoxic – genotoxicity induction in ELG1-luciferase HEK293T cells | HEK293T ELG1-luciferase reporter, luminescence, 16 h | Potency, µM (titrated, usually from 46 µM), for the others: at the top dose activity change, positive = activation, usual class: activators | 330,000 compounds, 1.3% hits; note: potency is the fitted concentration of half-maximal effect; % of control where 0% means no effect; nearly all actives have a fitted effect of over 60% in size
#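 Luminescence read-out: rising ELG1-luciferase signal, reflecting elevated ELG1 protein under genetic stress, flags genotoxic compounds. Cells were treated for 16 hr at 37 °C before ONE-Glo detection.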
# NPC1 prom act – activates the NPC1 promoter; Huh7 NPC1 promoter luciferase reporter, 24 h; 320,000 compounds, 2.4% hits; AID 485313; Potency, µM (series often up to 9.22 µM), for inactives: at the top dose activation, most hits filed as activators;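 note: potency is the fitted concentration of half-maximal effect; % of control where 0% means no effect; nearly all actives have a fitted effect of over 60% in size; reporter is driven by a mutant NPC1 promoter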
#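 Luminescence read-out of NPC1 promoter-driven luciferase in stably transfected Huh7 cells; compounds delivered in DMSO and left 24 h at 37C, 5% CO2, qHTS titration format.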
# FLuc modulator – inhibits or activates purified firefly luciferase, miR-21 counter-screen | P08659 | Potency, µM (highest dose often 57.5 µM), without a hit: at the top dose activity change, negative = inhibition, most hits filed as inhibitors | AID 588342 | purified FLuc, Km substrates, luminescence inhibition | 360,000 compounds, 6.9% hits;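 note: potency is the fitted concentration of half-maximal effect; plate controls were vehicle for no effect and reference inhibitor for full effect; nearly all actives have a fitted effect of over 55% in size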
# Target sequence (P08659 whole entry, looked up): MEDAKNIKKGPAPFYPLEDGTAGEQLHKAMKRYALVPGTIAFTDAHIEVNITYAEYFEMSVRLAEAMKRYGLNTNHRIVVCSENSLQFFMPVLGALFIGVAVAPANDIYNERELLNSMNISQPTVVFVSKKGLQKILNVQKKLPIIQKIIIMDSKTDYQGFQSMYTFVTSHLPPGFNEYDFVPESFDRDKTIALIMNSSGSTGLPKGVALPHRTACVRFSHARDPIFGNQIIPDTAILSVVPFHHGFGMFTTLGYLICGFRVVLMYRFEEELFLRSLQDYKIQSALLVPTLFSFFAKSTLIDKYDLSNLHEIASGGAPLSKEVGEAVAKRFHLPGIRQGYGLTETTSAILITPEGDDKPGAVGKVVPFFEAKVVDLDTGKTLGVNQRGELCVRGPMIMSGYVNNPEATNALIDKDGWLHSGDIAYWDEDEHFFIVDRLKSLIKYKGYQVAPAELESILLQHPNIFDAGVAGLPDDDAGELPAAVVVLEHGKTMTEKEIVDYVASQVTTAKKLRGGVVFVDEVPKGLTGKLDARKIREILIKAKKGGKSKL
#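 Biochemical qHTS of compounds, final roughly 60 µM downward over six points, against 10 nM purified firefly luciferase using Km concentrations of substrates (10 uM D-luciferin, 10 uM ATP) in Tris acetate pH 7.5 buffer; luminescence output.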
# TRPV1 ag – human TRPV1 agonism. Q8NER1. TRPV1-expressing cells, Fluo-8 calcium influx, agonist mode. activation, % at 8.33 µM. 320,000 compounds, 0.19% hits. AID 540275; in the data active = activation above about 80%; inconclusive = between about 30% and that limit; note: 0% is about no effect
#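 TRPV1-expressing cells were cultured overnight at 35.5C and loaded with Fluo-8 calcium dye for 40 to 90 min at room temperature. After a 10 s baseline, compound was added and calcium influx was read kinetically for 3 min (ex 480/em 520 nm).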
# ELG1 repair inh – blocks ELG1-dependent DNA repair in HEK293T cells; HEK293T ELG1-luciferase reporter, luminescence, 16 h; DNA damage induced by 5-fluorouridine; 330,000 compounds, 2.3% hits; Potency, µM (series often up to 46.1 µM), for inactives: top-dose activity change, negative = inhibition, hits mostly inhibitors; note: potency is the fitted concentration of half-maximal effect; % is set by controls: 0 for no effect and ±100 for the full control effect; nearly all actives have a fitted effect of over 55% in size
#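 HEK293T cells expressing luciferase-tagged ELG1 (2,000/well) received 5-Fluorouridine plus compound or DMSO for 16 hr at 37 °C. Luciferase was read by ONE-Glo luminescence after 30 min at room temperature.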
# VP16 counter – inhibits Gal4-VP16 luciferase reporter, ROR gamma counter-screen; Potency, µM (top dose mostly 53.6 µM), for inactives: at the highest dose activity, negative = inhibition, hits mostly inhibitors; 310,000 compounds, 3.5% hits; AID 2546; Drosophila S2 Gal4-VP16 UAS-luciferase, luminescence, 20 h;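 note: Gal4-VP16 expression switched on by copper sulfate through the metallothionein promoter; potency is the fitted concentration of half-maximal effect; % is set by controls: 0 for no effect and ±100 for the full control effect; nearly all actives have a fitted effect of over 50% in size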
# p53 reactivator – restores transcriptional activity of mutant p53; H1299 p53-A138V BP100-luciferase reporter, luminescence, 24 h; Potency, µM (series often up to 92.2 µM), without a hit: at the top dose activity change, positive = activation, usual class: activators; 320,000 compounds, 0.063% hits; note: potency is the fitted concentration of half-maximal effect; % of control where 0% means no effect; nearly all actives have a fitted effect of over 45% in size
#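 p53-null H1299 cells stably carrying temperature-sensitive p53-A138V and a BP100-luciferase reporter were pinned with compounds (4-point, 1:5 series) and held 24 hrs at 37 deg C. Luminescence was read 10 min after detection reagent.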
# Rab9 prom act – activators of Rab9 promoter. Huh7 Rab9 promoter-luciferase reporter, luminescence, 24 h. Potency, µM (series often up to 9.22 µM), inactives show at the top dose activation, negative = inhibition, hits mostly activators. 320,000 compounds, 2.8% hits; note: potency is the fitted concentration of half-maximal effect; % of control where 0% means no effect; nearly all actives have a fitted effect of over 60% in size
#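 Measured in stably transfected Huh7 cells bearing a Rab9 promoter–luciferase construct: 24 h compound treatment at 37 °C, followed by luminescence detection.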
# RORgamma inh – blocks mouse ROR gamma transcriptional activity | P51450 | Drosophila S2 Gal4-RORgamma UAS-luciferase reporter, 20 h | Potency, µM (series often up to 53.6 µM), for the others: at the top dose activity change, negative = inhibition, hits mostly inhibitors | 310,000 compounds, 5.4% hits; note: potency is the fitted concentration of half-maximal effect; % is set by controls: 0 for no effect and ±100 for the full control effect; nearly all actives have a fitted effect of over 60% in size
# Target sequence (P51450 whole entry, looked up, the tested form may be a part): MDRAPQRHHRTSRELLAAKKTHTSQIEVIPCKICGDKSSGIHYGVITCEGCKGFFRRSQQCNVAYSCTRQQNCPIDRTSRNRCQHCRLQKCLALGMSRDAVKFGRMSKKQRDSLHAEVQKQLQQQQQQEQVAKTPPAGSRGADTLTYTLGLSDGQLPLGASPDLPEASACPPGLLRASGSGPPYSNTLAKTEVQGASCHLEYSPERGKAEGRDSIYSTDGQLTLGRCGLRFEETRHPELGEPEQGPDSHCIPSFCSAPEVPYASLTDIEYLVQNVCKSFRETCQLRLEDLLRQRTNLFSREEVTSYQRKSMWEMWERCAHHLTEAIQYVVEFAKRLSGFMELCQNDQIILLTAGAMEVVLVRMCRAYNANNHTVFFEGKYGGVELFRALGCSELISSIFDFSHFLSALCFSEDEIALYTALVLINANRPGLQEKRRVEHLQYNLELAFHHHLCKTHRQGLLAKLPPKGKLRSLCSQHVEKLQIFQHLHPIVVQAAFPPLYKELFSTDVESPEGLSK
#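 Drosophila S2 cells stably expressing Gal4-DBD/mouse RORγ fusion under metallothionein promoter plus UAS-luciferase; compound 1 h, then 700 uM CuSO4 induction for 20 h at ambient temperature; inhibition read as reduced luminescence.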
# BRCA1 expr act – increases BRCA1 expression; MCF7-BRCA1-FFLuc reporter, luminescence, 48 h; response scale: scaled: vehicle 0%, 10 µM genistein 100%; Potency, µM (series often up to 46.1 µM), for the others: at the highest dose activation, hits mostly activators; 380,000 compounds, 1.1% hits; AID 624202; note: potency is the fitted concentration of half-maximal effect; nearly all actives have a fitted effect of over 80% in size; some results filed as inactive show a strong effect at the top dose
#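 Compounds are tested at multiple concentrations on MCF7 BRCA1-luciferase reporter cells seeded at 2000 per well; after 48 h, a single luminescence end-point is taken and curves fitted to the normalized data.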
# An asterisk follows results filed as active; u = inconclusive; x = no result given; & = joins results of further samples; [ ] = dose if it differs, or a comment. Unless noted, calls come from the whole dose curve; as a rule, active = well fitted curve in the direction sought with a large enough effect; inconclusive = small, poorly fitted or top-dose-only effect, or another doubt; inactive = no such curve, though single readings can be large; an effect the other way counts as inactive or inconclusive.
SMILES,Tb PFK inh,ELG1 genotoxic,NPC1 prom act,FLuc modulator,TRPV1 ag,ELG1 repair inh,VP16 counter,p53 reactivator,Rab9 prom act,RORgamma inh,BRCA1 expr act
O=C(Nc1ccccc1C(=O)NC(Cc1c[nH]c2ccccc12)C(=O)O)c1ccccc1 (centres undefined),0%,2%,-2%,-16%,x,18%,-18%,1%,-3%,-1%,5%
Nc1cc(S(=O)(=O)N2CCCCC2)ccc1N1CCOCC1,-2%,0%,2%,-2%,4,-14%,3%,1%,3%,31%,-17%
CC1=Nc2ccccc2/C1=C/c1nc(-c2ccc(C)s2)oc1O,-2%,-1%,-5%,u,23,1%,u,0%,-2%,-2%,-25%
O=C1CNC(=O)/C(=C\c2ccc(F)cc2)N1,1%,0%,4%,2%,1,1%,3%,0%,1%,-1%,10%
C#Cc1ccc([C@@H]2C=C(C(=O)NCc3nc4ccccc4[nH]3)O[C@H](OCC)[C@H]2CCCO)cc1,-10%,-5%,-2%,-3%,-2,-15%,3%,0%,-2%,-2%,-30%
Cc1c(Cl)ccc2c1NC(=O)C21NC(CCC(N)=O)[C@H]2C(=O)N(c3ccc(Cl)cc3)C(=O)[C@H]21 (some centres undefined),1%,1%,1%,6%,x,-8%,-8%,-8%,-2%,-9%,2%
Cc1ccc(S(=O)(=O)CCc2ccccn2)cc1,23%,1%,0%,0%,1,16%,-2%,5%,-1%,6%,3%
CC(C)/C=N/NC(=O)c1cccc(N2CCCC2=O)c1,0%,7%,-7%,0%,-1,u,-21%,u,-5%,-42%,-11%
O=C(NC(=S)Nc1cc(Cl)ccc1N1CCOCC1)c1ccc(-c2cccc(Cl)c2)o1,3%,3%,-7%,0%,1,13%,-3%,-1%,-11%,-18%,1%
COC(=O)c1sccc1S(=O)(=O)N1CCCC(N(C)CCc2ccccn2)C1 (centres undefined),-14%,-2%,1%,-1%,5,5%,-9%,-17%,14%,15%,-24%
C=CCc1ccccc1OCC(O)CN(C(C)C)C(C)C (centres undefined),-4%,-2%,-7%,0%,0,-7%,-1%,-7%,2%,-16%,-31%
CC(C)N(C(=O)[C@H]1C[C@H](CC(=O)NCCCn2ccnc2)C(=O)N2CCc3c([nH]c4cc(CCC(=O)N(C)C)ccc34)[C@]12C)C(C)C,-3%,-1%,x,x,x,28%,x,-1%,x,x,1%
COc1ccc(N2C(=O)CC(n3c(CCCCO)nc4ccccc43)C2=O)cc1 (centres undefined),5%,-1%,1%,5%,2,15%,7%,8%,4%,-43%,-13%
CC1Cc2ccccc2N1C(=O)CSc1nnc2c(n1)[nH]c1ccc(F)cc12 (centres undefined),-10%,-15%,-3%,1%,3,-13%,2%,-3%,0%,6%,0%
O=C(NC1CCCC1)C(c1ccc(F)cc1)N(Cc1ccc(F)cc1)C(=O)CCl (centres undefined),-4%,0%,-3%,6%,0,-16%,-10%,-9%,-41%[inhibitor],-8%,-5%
CCOC(=O)[C@H]1[C@H]2COc3ccc(Br)cc3[C@@H]2N2C(=O)c3ccc(F)cc3NC(=O)[C@@]12C,6%,-3%,-1%,-5%,u,-11%,x,-13%,-7%,x,-9%
COC(=O)[C@H]1C[C@H]2[C@@H]3CC[C@H]4C[C@@H](OC)CC[C@]4(C)[C@H]3CC[C@]2(C)[C@@]2(CCCO2)O1,0%,-3%,x,x,x,-4%,x,-2%,x,x,2%
CSC1=NCCN1S(=O)(=O)c1ccc(NC(C)=O)cc1,3%,1%,1%,7%,-6,6%,-8%,0%,-5%,-8%,37%
COc1ccccc1N(CC(=O)NCc1cccnc1)S(C)(=O)=O,3%,0%,-5%,0%,-4,17%,-3%,2%,-2%,1%,0%
CCOC(=O)c1c(N2C(=O)Nc3ccccc3N2O)sc2c1CCCC2,0%,0%,-5%,2%,-3,-3%,-7%,-2%,-4%,30%,-3%
C=C(C)CN(CC)CCC(=O)Nc1ccc(OC)cc1OC,0%,5%,0%,0%,8,10%,-1%,1%,8%,-2%,0%
COCC1CCN(Cc2nc(COc3ccccc3)no2)C1 (centres undefined),-3%,2%,6%,-4%,-6,u,-2%,8%,23%,u,21%
O=C1CCc2cc(S(=O)(=O)Nc3ccccc3)ccc2N1,-1%,-1%,-5%,-1%,-3,u,x,-4%,3%,x,-8%
CN(C)/C=C(\C=O)c1ncc(C(F)(F)F)cc1Cl,0%,0%,-4%,-2%,-4,-1%,2%,-2%,3%,1%,-4%
CCOc1ccc(-n2c(Cc3cc(=O)[nH]c(=O)[nH]3)nnc2SCC)cc1,-2%,-1%,-2%,0%,-1,-6%,3%,-1%,-2%,-16%,3%
CCOC(=O)c1ccc(N/C=C\C(=O)c2cccc(OC)c2)cc1,5%,16%,u,3µM*,4,u,-15%,u,u,-12%,3.5µM*
COc1ccc(NC(=O)C2=C(C)C(=O)OC23CCC(C)CC3)cc1Cl (centres undefined),-5%,2%,1%,2%,-2,-21%,-3%,-2%,15%,25%,-29%
C#CCOCCOCCOCCNc1nc(N2CCN(C(=O)[C@H](CCC(=O)O)n3cc(CN)nn3)CC2)nc(N2CCN(C(=O)[C@H](CCCCN)n3cc([C@@H](N)CC(N)=O)nn3)CC2)n1,0%,1%,x,x,x,7%,x,-5%,x,x,4%
O=C(CNC(=O)c1cccs1)OCc1c(F)cccc1Cl,0%,u,0%,15µM*,26,3%,u,14%,-1%,27%,23%
CCCCN(CCCC)CCNC(=O)c1ccc2nc(-c3ccccc3NC(C)=O)c(=O)[nH]c2c1,-3%,2%,0%,-1%,2,u,-25%,-2%,-3%,24%,-34%
O=C(/C=C/c1cccc([N+](=O)[O-])c1)NC1CC2CCC1C2 (centres undefined),-2%,2%,3%,-19%,u,11%,24%,6%,2%,u,51%
N#C/C(=C\c1ccccc1)C(=O)NCc1ccc(F)cc1,1%,6%,0%,-11%,u,17%,-16%,2%,-1%,1%,3%
COC(=O)C1=C(C)N=C2SCCC(=O)N2C1/C=C/c1ccccc1 (centres undefined),0%,-4%,0%,-1%,9,5%,2%,-4%,-3%,-17%,0%
Cc1ccc(OCCCC(=O)NC(C)c2ccccc2)c(C)c1 (centres undefined),-5%,0%,1%,-7%,u,u,-1%,-5%,-4%,44%,-10%
O=C(COC(=O)Cn1nnc(-c2ccccc2)n1)Nc1ccccc1Br,4%,0%,x,x,x,6%,x,-6%,x,x,-15%
O=C(CSc1ccc([N+](=O)[O-])cn1)Nc1ccc(N2CCOCC2)c(Cl)c1,-24%,-2%,-1%,u,11,0%,-1%,3%,-13%,u,-1%
CCOc1ccc(NC(=O)CCCn2nc(C)c3c(C)n(-c4ccccc4)nc3c2=O)cc1,-1%,-1%,-1%,1%,2,0%,-1%,1%,-1%,-13%,0%
Cc1ccc(C(=O)N2CCCC(CCC(=O)N3CCN(c4ccccn4)CC3)C2)cn1 (centres undefined),-6%,-5%,2%,-1%,-3,2%,3%,27%,-3%,26%,-10%
COc1ccc(-c2noc(CCC(=O)NC3CCCC3)n2)cc1,2%,-3%,3%,-12%,3,-1%,-6%,-3%,7%,12%,10%
Cc1ccc(CCNC(=O)C2CCC(=O)N(Cc3cccc(F)c3)C2)cc1 (centres undefined),0%,10%,-1%,-4%,0,u,0%,-1%,1%,21%,-27%
O=C1c2cccc3c([N+](=O)[O-])ccc(c23)C(=O)N1Cc1cccnc1,-1%,12%,-5%,-3%,4,u,u,-16%,-31%[inhibitor],4.5µM*,-61%
N#Cc1c(NC(=O)CCCl)sc2c1CCCCC2,1%,1%,-2%,-9%,-2,6%,-13%,-4%,1%,48%,-86%[inhibitor]
CCN(Cc1ccccc1)C(=O)c1ccc(NC(=O)c2ccc(OC)cc2)cc1,0%,-13%,-3%,-10%,5,u,-14%,4%,-8%,u,-4%
CCN1C(=NCCc2c[nH]c3ccccc23)N[C@@H](c2ccccc2)[C@H](C(=O)OC)[C@H]1C,1%&-5%,-3%,-3%&0%,0%&-1%,0&1,-21%,0%&5%,4%,0%&0%,-13%&0%,-2%
O=C(c1ccc(S(=O)(=O)Nc2cccc(C(F)(F)F)c2)cc1)N1CCOCC1,1%,-5%,1%,2%,3,-8%,-6%,-2%,1%,u,-2%

# Two entries from above in another layout:
# Values in the order – Tb PFK inh	ELG1 genotoxic	NPC1 prom act	FLuc modulator	TRPV1 ag	ELG1 repair inh	VP16 counter	p53 reactivator	Rab9 prom act	RORgamma inh	BRCA1 expr act
COC(=O)C1=C(C)N=C2SCCC(=O)N2C1/C=C/c1ccccc1 (centres undefined)
→ 0%	-4%	0%	-1%	9	5%	2%	-4%	-3%	-17%	0%
N#Cc1c(NC(=O)CCCl)sc2c1CCCCC2
→ 1%	1%	-2%	-9%	-2	6%	-13%	-4%	1%	48%	-86%[inhibitor]

# This is a random part of the collection; about 15% have a hit in one of these screens.
